Ba/F3 V617F tox: reduce viability of Ba/F3 cells dependent on JAK2V617F; Ba/F3 EpoR-JAK2V617F viability, ATP luminescence; inhibition, % at 5.6 µM; actives 1.1% (n = 220,000);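 active = inhibition above the campaign mean plus 3 SD over all tested compounds, cut at about 24% in these data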;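 note: cytokine-independent growth of Ba/F3 cells driven by EpoR plus mutant JAK2; 0% = DMSO-treated cells and 100% = JAK inhibitor I control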
CHOP inhibitor: inhibitors of CHOP induction in ER stress response | CHO-K1 CHOP-promoter luciferase, tunicamycin-induced, 15-18 h | inhibition, % at 10 µM | actives 3.8% (n = 220,000) | AID 2732;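 active = compounds that reduced the stress-induced luciferase reporter signal by more than about 70% of percent inhibition, limit read from the data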;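 note: 0% = tunicamycin plus vehicle and 100% = wells without tunicamycin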
TNF necrop inh: inhibitors of TNF-alpha induced necroptosis in Jurkat FADD-/- cells; Jurkat FADD-/- TNF necroptosis rescue, ATP luminescence, 24 h; 0 = TNF only, 100 = no-TNF cells; activation (protection from cell death), % at 10 µM; actives 0.068% (n = 220,000); AID 463075;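 active = activation, meaning protection from cell death, of at least 50% relative to plate controls; inactive = activation below 50%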;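 note: necroptosis triggered by 40 ng/mL TNF-alpha added together with compound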
TRPML3 ag: human mucolipin-3 channel agonism. Q8TDD5. HEK293 TRPML3-YFP, Fluo-8 calcium fluorescence; 100% = the carbachol control signal. activation, % at 3 µM. actives 0.29% (n = 220,000). AID 1448;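 active = activation above its plate's cutoff, the mean activation of the plate's test wells plus 3 SD, cut at about 12% in these data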;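 note: 0% = DMSO only wells and 100% = carbachol wells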
Target sequence (Q8TDD5 whole entry, looked up): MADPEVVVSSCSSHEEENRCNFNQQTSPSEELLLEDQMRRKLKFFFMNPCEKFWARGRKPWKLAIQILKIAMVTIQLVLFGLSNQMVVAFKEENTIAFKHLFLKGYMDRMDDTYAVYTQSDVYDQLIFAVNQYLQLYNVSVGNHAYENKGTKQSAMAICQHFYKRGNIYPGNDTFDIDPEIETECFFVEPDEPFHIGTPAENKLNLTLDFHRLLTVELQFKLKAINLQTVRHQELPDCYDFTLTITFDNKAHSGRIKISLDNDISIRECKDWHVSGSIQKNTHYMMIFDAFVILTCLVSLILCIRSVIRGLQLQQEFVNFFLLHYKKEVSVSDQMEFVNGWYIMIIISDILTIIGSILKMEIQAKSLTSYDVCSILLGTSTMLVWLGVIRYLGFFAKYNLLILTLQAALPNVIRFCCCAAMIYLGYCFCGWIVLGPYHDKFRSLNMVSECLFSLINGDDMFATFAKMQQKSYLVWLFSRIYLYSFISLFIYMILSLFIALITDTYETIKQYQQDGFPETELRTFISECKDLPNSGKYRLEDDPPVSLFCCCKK
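Test system: TRPML3-YFP stable HEK293 cells. Doses: single point at 3 µM. Incubation: dye loading 1 h 37 °C then 30 min ambient, 125 s read. Signal: Fluo-8 calcium dye fluorescence, ex 470-495, em 515-575 nm. Measure: percent activation from peak-to-basal fluorescence ratio, scaled between DMSO and carbachol.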
Wee1 stabilizer: human Wee1 degradation inhibition, primary screen; HeLa Luc-Wee1K328M stability, luciferase luminescence; 100% = proteasome inhibitor MG132 effect; reporter increase, % at 5 µM; actives 1.2% (n = 220,000);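 active = activation above the mean of all tested compounds plus 3 SD, set per screening run, cut at about 8.8% in these data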;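 note: cells exposed to compound for 20 h before luminescence read; 0% = DMSO alone and 100% = MG132 at 30 µM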
PPC-1+TRAIL kill: kills PPC-1 cancer cells in the presence of TRAIL. PPC-1 cells + TRAIL, ATPLite viability luminescence. cell killing (% activity), % at 4 µM. actives 0.41% (n = 220,000);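 active = cell killing above 50% in the first pass at 4 µM, then a duplicate retest at 5 µM averaging 50% or more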;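 note: plate controls were cells with TRAIL plus DMSO for no effect and medium-only wells lacking cells for full effect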
BaF3 tox: reduces parental Ba/F3 cell viability, JAK2V617F counter-screen; actives 1.1% (n = 220,000); CellTiter-Glo ATP luminescence; inhibition, % at 5.6 µM; AID 1486;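 active = inhibition above a per-campaign cutoff, the mean inhibition of all tested compounds plus 3 SD, cut at about 27% in these data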;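 note: 0% = DMSO wells and 100% = JAK Inhibitor I control wells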
TRPN1 ag: agonists of zebrafish TRPN1 channel; AID 1424; activation, % at 3 µM; actives 0.18% (n = 220,000); HEK293 zebrafish TRPN1-YFP, Fluo-8 calcium fluorescence; 100% = response to 87 µM carbachol;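 active = activation above its plate's cutoff, the mean activation of test wells on that plate plus 3 SD, cut at about 19% in these data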;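 note: 0% = DMSO alone and 100% = 87 µM carbachol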
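Assay system: Zebrafish TRPN1-YFP in HEK293 cells | Incubation: Dye loading 1 h at 37 °C, then 30 min room temperature | Measured by: Kinetic Fluo-8 fluorescence, ex 470-495, em 515-575 nm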
RBBP9 inh: blocks human serine hydrolase RBBP9. recombinant RBBP9, FP-Rh probe fluorescence polarization. inhibition, % at 7.94 µM. actives 0.2% (n = 220,000). AID 1515;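 active = inhibition above the campaign mean of all tested compounds plus 3 SD, cut at about 14% in these data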;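 note: plate controls were DMSO wells with RBBP9 for no effect and wells lacking RBBP9 protein for full effect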
Target sequence (O75884 whole entry, looked up): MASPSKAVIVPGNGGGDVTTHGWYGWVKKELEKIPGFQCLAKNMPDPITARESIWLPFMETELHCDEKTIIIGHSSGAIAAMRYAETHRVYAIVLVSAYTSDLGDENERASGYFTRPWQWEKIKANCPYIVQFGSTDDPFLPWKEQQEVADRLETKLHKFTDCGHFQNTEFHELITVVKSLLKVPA
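Measured by – fluorescence polarization · Test system – RBBP9 protein · Input – 2.5 µM RBBP9 dispensing solution, before mixing · Measure – percent inhibition from mP, scaled between DMSO and no-protein wells · Benchmarks – DMSO-treated enzyme wells and wells lacking RBBP9 · Times – preincubation 30 min plus labeling 45 min at 25 °C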
An asterisk follows results filed as active.

SMILES | Ba/F3 V617F tox | CHOP inhibitor | TNF necrop inh | TRPML3 ag | Wee1 stabilizer | PPC-1+TRAIL kill | BaF3 tox | TRPN1 ag | RBBP9 inh
COc1ccc(-c2cnnc(N/N=C/c3ccc(-c4ccc([N+](=O)[O-])cc4)o3)n2)cc1 | -1 | 61 | -10 | 0.6 | -1 | 20 | 5 | -0.5 | -6
Cn1ncc(Br)c1C(=O)N/N=C/c1cccc(OC2CSC2)c1 | 0 | 18 | 0.3 | -0.2 | -1 | 18 | 7 | -2.2 | -3
CCOC(=O)c1nnn(CC(=O)N2N=C(c3ccc(Cl)cc3)CC2c2ccccc2)c1C(=O)OCC (configuration not stated) | -4 | -9 | -0.9 | 0.3 | -1 | -3 | 2 | 0.1 | 8
O=C(N/C(=C/c1ccccc1)C(=O)N1CCOCC1)c1ccc([N+](=O)[O-])cc1 | 1 | -7 | 0.5 | 0.5 | -2 | -16 | 1 | -0.3 | -4
O=[N+]([O-])c1c(NCCO)cc(N2CCC3(CC2)OCCO3)c2nonc12 | 1 | -14 | 0.1 | 1.1 | 1 | 32 | 8 | -0.1 | 2
CC(C)(C)CC(C)(C)NC(=O)c1ccccc1 | -2 | 1 | 0.9 | 0.3 | -1 | 17 | 0 | -1.0 | -3
O=C(N/N=C/C=C/c1ccco1)c1cnccn1 | 4 | -7 | -3.8 | 0.4 | 3 | -3 | -2 | 2.4 | -3
COc1ccccc1N1CC(C(=O)Nc2ccc3c(c2)OCO3)CC1=O (configuration not stated) | -2 | 2 | 0.2 | 1.2 | -4 | 30 | 4 | 1.6 | -5
Cc1cc(NS(=O)(=O)c2ccc(OCCNS(C)(=O)=O)cc2)no1 | -3 | -10 | 0.6 | 1.0 | -1 | 45 | -2 | -0.5 | 4
COC(=O)c1c(F)c(F)c(NCCO)c(F)c1F | -1 | 18 | -0.7 | 0.0 | 0 | 10 | 1 | 0.7 | 10
O=C(c1cc(-c2ccc(Cl)c(Cl)c2)on1)N1CCCCC1 | -2 | 59 | 0.0 | 0.7 | -1 | 18 | 0 | 0.1 | -4
Cc1ccc(/C(O)=C2\C(=O)C(=O)N(c3cc(C)on3)C2c2cccc(Br)c2)cc1 (configuration not stated) | 0 | -11 | 0.7 | 0.2 | -1 | 31 | -1 | 0.1 | 2
CN=c1sc(C(=O)Nc2ccccc2)c(C)n1C | -2 | 23 | 0.7 | 1.0 | -1 | -2 | 1 | -1.2 | 2
O=C(Cc1ccccc1)Nc1cc([N+](=O)[O-])ccc1N1CCOCC1 | 1 | 8 | -0.9 | 0.5 | -1 | 4 | 8 | 0.2 | -6
COc1ccc(NC(=O)COC(=O)c2ncc(Cl)c(Cl)c2Cl)c(OC)c1 | -1 | -13 | 0.2 | 0.5 | 1 | 3 | 8 | 1.2 | -4
COc1ccccc1OCCSc1nc(N)cc(N)n1 | 3 | 0 | -1.9 | -0.2 | -3 | 20 | 4 | 0.6 | -10
CC(=O)Nc1ccc(S(=O)(=O)NCCSCc2ccco2)cc1 | -3 | -14 | -3.9 | 0.8 | -2 | 11 | 0 | 0.7 | -12
CCS(=O)(=O)N1CCN(C2Cc3ccccc3C2)CC1 | -2 | 14 | 0.5 | 1.3 | 6 | -4 | 1 | -0.2 | -3
O=C(O)CSCC(=O)Nc1ccc(C2CCCCC2)cc1 | -1 | 99* | 0.7 | 0.7 | -2 | 22 | 2 | -0.6 | -5
Cc1cccc(C)c1NC(=O)CSCCO | 4 | 10 | -2.2 | 0.2 | 1 | -3 | 8 | -0.2 | -1
COc1ccc(COc2ccccc2C(=O)NCc2ccccc2)cc1F | 0 | 51 | 2.3 | 0.9 | 0 | 11 | 6 | 3.8 | 0
Cc1ccc(Cn2nc(C)c3cc(C(=O)OCC(N)=O)sc32)cc1 | 3 | -13 | -0.1 | 0.2 | 9.8* | -18 | 5 | 1.9 | -7
O=C1c2ccccc2C(O)N1Cc1ccccc1 (configuration not stated) | -4 | 14 | 2.4 | 0.1 | 3 | 7 | 0 | 0.1 | -9
COc1ccccc1N1CCN(CC(O)c2ccc3cc[nH]c3c2)CC1 (configuration not stated) | 3 | 1 | 3.4 | 0.2 | -3 | -5 | 2 | 1.9 | -3
CCOc1cccc2cc(C(=O)Nc3nccs3)c(=O)oc12 | -4 | 54 | -0.9 | 1.3 | 0 | 7 | 8 | -0.3 | -3

2 records drawn at random from the list so far:
SMILES | Ba/F3 V617F tox | CHOP inhibitor | TNF necrop inh | TRPML3 ag | Wee1 stabilizer | PPC-1+TRAIL kill | BaF3 tox | TRPN1 ag | RBBP9 inh
COc1ccccc1OCCSc1nc(N)cc(N)n1 | 3 | 0 | -1.9 | -0.2 | -3 | 20 | 4 | 0.6 | -10
O=[N+]([O-])c1c(NCCO)cc(N2CCC3(CC2)OCCO3)c2nonc12 | 1 | -14 | 0.1 | 1.1 | 1 | 32 | 8 | -0.1 | 2

(listing goes on)
SMILES | Ba/F3 V617F tox | CHOP inhibitor | TNF necrop inh | TRPML3 ag | Wee1 stabilizer | PPC-1+TRAIL kill | BaF3 tox | TRPN1 ag | RBBP9 inh
CN(C)CCCOC(=O)CCc1ccccc1 | -1 | -1 | -1.1 | -0.6 | 0 | 8 | 1 | 1.4 | -3
COc1ccc(C(=O)Nc2cccc(NC(C)=O)c2)cc1OC | -5 | -20 | -0.4 | 0.4 | -1 | -10 | 0 | 1.0 | -6
OCCC1CN(Cc2ccc3cc(Cl)ccc3n2)CCN1Cc1ccsc1 (configuration not stated) | 3 | 48 | 2.1 | 1.0 | 1 | -2 | 5 | 0.7 | 2
CCOC(=O)c1cnn(-c2nc3c(C)cccc3s2)c1C(F)(F)F | -3 | 58 | -0.3 | 0.3 | 1 | 22 | -2 | -0.6 | -6
Cc1ccnc(NS(=O)(=O)c2ccc(N=CC3=C(O)CC(C)(C)CC3=O)cc2)n1 | -4 | 2 | -1.4 | 0.5 | 0 | 4 | 0 | -1.0 | -8
CC(C)=NNc1nc2c(c(=O)n(C)c(=O)n2C)n1CCc1ccccc1 | 4 | -7 | -1.6 | 0.3 | 0 | 11 | 5 | 0.5 | -12
O=C(O)CCCCCNC(=O)c1ccccc1 | -2 | -2 | -0.5 | 1.3 | 0 | -10 | 5 | -0.2 | -13
CCS(=O)(=O)NCc1csc(C)n1 | 1 | -20 | 1.2 | 0.8 | -1 | 2 | -1 | 0.9 | -4
CCOC(Cn1c(CCCO)nc2ccccc21)OCC | -1 | -8 | 1.4 | 1.4 | -2 | 21 | 4 | -0.4 | -4
O=C1CSC(c2ccccc2)N1CC12CC3CC(CC(O)(C3)C1)C2 (configuration not stated) | 1 | -11 | 2.3 | -0.3 | 13* | 13 | 0 | -0.8 | -8
CCOC(=O)/C(C#N)=C/c1cc2ccccc2nc1N1CCOCC1 | -1 | 29 | 1.3 | 0.7 | -2 | 4 | 0 | 0.3 | -5
COc1ccc(CCN(Cc2nc3ccccc3c(=O)[nH]2)C(=O)c2ccco2)cc1 | -3 | 4 | -4.9 | -0.7 | -1 | 11 | 6 | 0.0 | -4
O=C(CSc1nnc2ccccn12)Nc1ccc(S(=O)(=O)N2CCOCC2)cc1 | -4 | 0 | 3.6 | 0.9 | 0 | 18 | -1 | 0.4 | -9
CCn1cc(C(=O)N2CCc3ccccc32)c(=O)c2cc(S(=O)(=O)N3CCOCC3)ccc21 | -2 | -13 | -1.7 | 0.4 | 1 | 6 | 2 | -0.1 | 5
Cc1ccc(NS(=O)(=O)c2ccc3c(c2)C(=O)c2ccccc2C3=O)c(C)c1 | -4 | 80* | 1.8 | 0.8 | -4 | 11 | 5 | 0.6 | 0
O=C1c2[nH]nc(-c3ccccc3O)c2C(c2cccc(Cl)c2)N1CC1CCCO1 (configuration not stated) | -2 | 52 | -2.1 | -0.8 | -1 | 9 | 0 | 0.5 | -4
Cc1ccc(-c2nn(-c3ccccc3)cc2/C=C(\C#N)C(=O)NCc2ccccc2)cc1 | -1 | 46 | 1.1 | 0.8 | 0 | 12 | 4 | 1.3 | -10
CCSC(=S)Nc1c(C)n(C)n(-c2ccccc2)c1=O | 1 | 7 | 0.2 | 1.1 | 2 | -14 | 4 | 1.4 | -3
Cc1ccc(C)c(NC(=S)N2CCN(Cc3ccccc3)CC2)c1 | -2 | -2 | 0.0 | 1.1 | -1 | 28 | -1 | 2.0 | 0
O=S(=O)(c1cccc2nonc12)N1CCN(c2ccccc2F)CC1 | -2 | 16 | -1.0 | 0.8 | -2 | 0 | 2 | 1.1 | 0
O=S(=O)(Nc1cnc2ccccc2c1)N1CCCCCC1 | 2 | 60 | 4.0 | -0.2 | -2 | 16 | 3 | 6.9 | -5
COc1cc(OC)cc(C(=O)NC(C)c2cnn(-c3ccccc3C)c2C)c1 (configuration not stated) | -3 | -7 | 3.9 | -0.4 | -2 | 10 | 4 | 1.7 | -7
CCn1c(/C=C2\C(=O)N(C(C)C)c3ccccc32)nc2ccccc2c1=O | -3 | 14 | -5.5 | -0.4 | 2 | 9 | 2 | -0.4 | -12
C/C(=N\OCc1nc2ccccc2c(=O)n1/N=C/c1cc([N+](=O)[O-])ccc1O)c1ccccc1 | -1 | -9 | -7.6 | 2.1 | 4 | -1 | 0 | 4.5 | -2
O=[N+]([O-])c1ccc(/C([O-])=C(/C(=S)NCc2ccco2)[n+]2ccccc2)cc1 | -2 | -6 | 0.1 | 0.8 | -2 | 19 | 4 | -1.2 | 4

(further entries)
SMILES | Ba/F3 V617F tox | CHOP inhibitor | TNF necrop inh | TRPML3 ag | Wee1 stabilizer | PPC-1+TRAIL kill | BaF3 tox | TRPN1 ag | RBBP9 inh
Cn1cccc1/C=C1/SC(=O)N(CC(=O)N2CCCC2)C1=O | 2 | 3 | -0.9 | 1.3 | -3 | 19 | 7 | 2.3 | -4
CC1CCN(C(=O)COc2cccc3c2CCN(Cc2ccccc2)C3=O)CC1 | 0 | 25 | 1.5 | 0.8 | -1 | -2 | 0 | 1.5 | 5
CCCCC(=O)Nc1ccc(NC(=S)NC(=O)CCCCl)cc1OC | 0 | 42 | 0.8 | -0.6 | 0 | 20 | 5 | -0.2 | -8
CN(C)/C=N/c1ncc(C(=O)OC(C)(C)C)s1 | -4 | -18 | -0.1 | 0.0 | 0 | 14 | 0 | -0.3 | 0
Cc1ccc2cccc(SCC(=O)NCc3ccco3)c2n1 | -1 | -21 | 0.2 | 0.8 | -3 | 11 | 1 | -0.8 | -8
CC1CC(=O)Nc2ccccc2N1S(=O)(=O)c1cccc(Cl)c1 (configuration not stated) | -1 | -1 | 1.4 | 0.9 | -1 | 13 | 5 | 0.2 | 3
CCNC(=O)NC(=O)C(C)Sc1ccc2c(c1)OCCO2 (configuration not stated) | -4 | 13 | -0.8 | 0.6 | 5 | -12 | 2 | -1.0 | -7
C=CCn1c(SCC(=O)N2CCN(c3ccccc3)CC2)nnc1-c1ccco1 | 3 | -1 | -1.7 | 1.0 | 1 | -22 | 5 | 3.1 | -8

Screens from PubChem.

An unsorted share of the library; about 6.8% have a hit in one of these screens.
